Assay outcomes from PubChem.
CSN deneddyl inh – CSN deneddylation inhibition; AID 651999; actives 0.38% (n = 360,000); inhibition, % at 12.5 µM; Purified CSN, SCF-Nedd8-OG deneddylation, fluorescence polarization; Q92905;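 active = pattern-corrected inhibition above about 35%, with an unprinted fluorescence ratio check between 0.5 and 1.5, limit read from the data, passing the limit was not always enough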;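 also: 0% = enzyme with substrate and 100% = substrate without enzyme; some results filed as inactive read as strong as hits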
Target sequence (Q92905 whole entry, looked up, one chain of several): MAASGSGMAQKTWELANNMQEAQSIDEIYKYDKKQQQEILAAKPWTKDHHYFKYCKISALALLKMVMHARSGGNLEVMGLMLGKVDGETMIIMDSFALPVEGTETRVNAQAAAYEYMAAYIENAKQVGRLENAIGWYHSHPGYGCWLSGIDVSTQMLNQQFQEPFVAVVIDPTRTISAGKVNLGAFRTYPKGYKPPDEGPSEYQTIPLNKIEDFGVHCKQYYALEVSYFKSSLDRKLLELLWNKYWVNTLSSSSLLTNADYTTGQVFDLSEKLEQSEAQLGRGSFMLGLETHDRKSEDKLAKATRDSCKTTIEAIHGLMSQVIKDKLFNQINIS
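Assay system: purified human Csn5 enzyme expressed in HEK293T cells; measure: % inhibition; also added: SCFSkp2-Nedd8OG substrate at 10 nM final; technique: fluorescence polarization; times: reaction 90 min, room temperature; medium: Tris buffer pH 7.5, NaCl, DTT, Tween-20, trehalose, ovalbumin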
bovine MsrA act – bovine methionine sulfoxide reductase A activation; actives 0.3% (n = 360,000); activation, % at 10.6 µM; AID 602163; purified bovine MsrA, absorbance read-out; in the data active = activation above about 7.5%;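 also: 0% = vehicle and 100% = reference activator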
PABP1 MLLE inh – blocks PAM2 peptide binding to the PABP1 MLLE domain | GST-MLLE / FITC-PAM2 fluorescence polarization | actives 0.36% (n = 360,000) | P11940 | AID 588489 | inhibition, % at 20 µM; in the data active = inhibition above about 35%, passing the limit was not always enough;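 also: plate controls were DMSO wells with GST-MLLE for no effect and wells lacking GST-MLLE protein for full effect; some results filed as inactive read as strong as hits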
FAS TE block – FAS thioesterase (human) inhibition | recombinant FAS-TE, OMFH fluorogenic substrate, fluorescence endpoint | actives 0.67% (n = 360,000) | AID 602261 | P49327 | inhibition, % at 15 µM;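 active = compounds whose normalised, plate-corrected inhibition of enzyme fluorescence in the single-dose primary screen is 50% or more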;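 also: 0% = DMSO with enzyme and 100% = substrate without enzyme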
Rpn11 block – blocks the human proteasome subunit Rpn11; O00487; human 26S proteasome, Ub4-pepOG fluorescence polarization; 20S core pre-blocked with epoxomicin; calls only at 20 µM; actives 0.59% (n = 360,000); AID 588493;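 active = inhibition at 20 µM, scaled to each plate's controls, above about 33%, limit read from the data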
Target sequence (O00487 whole entry, looked up): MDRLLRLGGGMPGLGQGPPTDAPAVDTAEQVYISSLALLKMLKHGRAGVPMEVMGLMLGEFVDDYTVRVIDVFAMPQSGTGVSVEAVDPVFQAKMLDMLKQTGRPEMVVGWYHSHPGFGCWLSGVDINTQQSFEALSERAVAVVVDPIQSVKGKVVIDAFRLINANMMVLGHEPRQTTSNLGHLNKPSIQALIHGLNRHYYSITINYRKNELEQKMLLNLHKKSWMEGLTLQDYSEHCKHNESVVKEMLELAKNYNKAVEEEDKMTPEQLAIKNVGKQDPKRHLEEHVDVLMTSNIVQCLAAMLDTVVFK
MT1-MMP act inh – MT1-MMP (human) activation inhibition. P50281. HT1080 RFP-PRO-GFP cells, GFP/RFP ratio fluorescence, overnight; percent of plate control window, DMSO zero. GFP/RFP ratio change, % at 20 µM. actives 0.061% (n = 360,000). AID 651647;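 active = GFP/RFP ratio change of at least 30% with cell ATP level not reduced by more than half and red fluorescence within 50% of control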; also: strong numbers were not always called active
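Test system: HT1080 cells expressing an RFP-PRO-GFP fluorescent reporter construct / Compound dosing: single-point 20 µM compound, 1% DMSO / Schedule: cells overnight before dosing, compound overnight, 37 °C, 5% CO2 / Evaluation: GFP/RFP fluorescence ratio / Control set: DMSO and RFP-L50D-GFP cell wells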
MsrA inh – inhibitors of bovine MsrA | purified bovine MsrA, absorbance read-out | inhibition, % at 15.5 µM | actives 0.75% (n = 360,000) | AID 651718; in the data active = inhibition above about 4.5%;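 also: 0% = vehicle wells with enzyme and 100% = reference inhibitor wells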
eLon inh – E. coli protease La inhibition; P0A9M0; purified E. coli Lon protease, fluorescence polarization; inhibition, % at 7.94 µM; actives 0.42% (n = 360,000); in the data active = inhibition above about 13%, passing the limit was not always enough;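 also: 0% = enzyme with probe and DMSO and 100% = no enzyme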
Rin1 Abl inh – blocks binding of human Rin1 to Abl; P00519+Q13671; TR-FRET Rin1/Abl binding, biochemical; inhibition, % at 7.35 µM; actives 0.4% (n = 360,000); AID 588664; in the data active = inhibition above about 5%, passing the limit was not always enough
Starred values were filed as active, the others as inactive; i = inactive; / = no result given; + = active, no number.

SMILES	CSN deneddyl inh	bovine MsrA act	PABP1 MLLE inh	FAS TE block	Rpn11 block	MT1-MMP act inh	MsrA inh	eLon inh	Rin1 Abl inh
Cc1cc(C)c(NC(=O)COC(=O)C2CCN(c3ccc(C(F)(F)F)cn3)CC2)c(Cl)c1	3	0	-34	17	i	3	-0.5	-5	-1
CC1CN(Cc2ccccc2)C(C)CC1O (centres undefined)	2	4	4	-4	i	3	-0.5	-3	1
O=C(Nc1nc(-c2ccccn2)cs1)c1ncc(Cl)c(Cl)c1Cl	0	-1	-16	4	i	-3	-0.1	-1	1
O=S(=O)(c1ccc(Cl)nc1)N1CCCc2ccccc21	-6	-1	11	1	i	-1	0.2	10	-1
COc1ncnc2c1oc1ccccc12	2	-3	-12	6	i	5	-1.0	7	1
COc1cccc(CNC(=O)COC(=O)CCS(=O)(=O)c2ccc(C)cc2)c1	0	-2	-4	-1	i	-2	0.3	-7	-1
COc1cc(/C=C/C(O)=C/C(=O)/C=C/c2ccc(O)cc2)ccc1O	108	-5	-21	0	/	-24	0.9	i	1
CC(C)c1ccccc1NC(=O)CCCC(=O)O	-2	-1	17	-4	i	-2	-0.5	-6	1
Cn1c(=O)c(=O)n(C)c2cc(S(=O)(=O)N3CCOCC3)ccc21	1	1	2	-6	i	4	0.6	-2	-3
Nc1nc(COc2ccc(Cl)cc2)cs1	-5	-4	-22	-6	i	-3	-0.3	-11	7
COc1ccc(-c2noc(=O)n2Cc2ccc(F)cc2Cl)cc1	-5	-2	-12	14	i	-1	-0.8	0	-3
O=C(c1ccco1)N1CCN(c2cc(=O)n(-c3ccc(Cl)cc3)c(=O)[nH]2)CC1	8	0	9	-4	i	-1	-0.3	-2	-2
COc1ccc(C(=O)Nc2cc3c4c(c2)CC(=O)N4CCC3)cc1	-1	-3	-6	-4	i	-4	-1.6	-10	-3
O=C(c1ccc(COc2ccccc2Cl)o1)N1CCCC1	1	-1	-20	-5	i	0	-1.1	-6	-2
O=C(CSCc1ccccc1)Nc1cccc(F)c1	2	-2	10	0	i	4	-0.2	-3	3
N/C(=N\OC(=O)Nc1ccccc1)c1ncc([N+](=O)[O-])s1	0	5	25	-5	i	3	1.2	9	2
CC(=O)c1ccc(NC(=O)CN2CCN(S(=O)(=O)c3ccc4ccccc4c3)CC2)cc1	5	0	-27	22	i	-2	0.6	-18	-3
COc1ccc(Cl)cc1NC(=O)C(C)OC(=O)Cn1cc(C(F)(F)F)ccc1=O (centres undefined)	1	-3	-5	4	i	-1	1.8	-12	4
CCOC(=O)C/C(N)=N/N(C)c1ncc(C(F)(F)F)cc1Cl	-8	-1	8	38	i	-3	-1.8	0	-1
Cc1cc(C(=O)NCC2CCCO2)sc1C (centres undefined)	1	-4	-1	-5	i	3	-0.4	-6	5
O=S(=O)(c1ccc(SCc2ccccc2)nc1)N1CCCC1	-1	0	5	28	i	4	0.0	0	1
N#CC1=C(N)C(C#N)(C#N)[C@H](c2c(F)cccc2F)[C@H]2CC3(CC=C12)OCCO3	-6	-6	93	7	i	-135	-1.2	13	-3
COc1ccc(CNC(=S)N/N=C/c2ccc(OC)c(OC)c2)cc1	1	1	-4	-4	i	2	-0.4	8	-1
CCNS(=O)(=O)c1ccc(CCC(=O)N2CCN(C(=O)OCC)CC2)cc1	0	-3	-13	-3	i	-2	0.7	-1	-2
Cc1c(NC(=O)c2ccc3c(c2)C(=O)N(Cc2ccco2)C3=O)cccc1C(=O)O	2	-4	6	-2	i	-2	0.4	-2	2
COc1ccc(NC(=O)C(c2ccccc2)N(C)C(=O)CNC(C)=O)cc1 (centres undefined)	-1	-13	-4	-4	i	-6	-0.2	2	1
CCOC(=O)NCc1ccc2c(c1)cc(C)n2C	2	-4	18	-1	i	33	2.9	4	-30
COCCn1c(Cc2ccccc2)nnc1SCc1ccc([N+](=O)[O-])cc1	1	-3	-120	-2	i	-5	-0.8	9	-2
CCC1CCCCN1S(=O)(=O)c1ccc(C(=O)Nc2nnc(C3=COCCO3)o2)cc1 (centres undefined)	-3	-4	1	-3	i	-1	1.1	2	1
O=C(NC1CCCCC1)c1cc([N+](=O)[O-])ccc1N1CCOCC1	1	-2	-5	24	i	2	1.2	-5	-5
CC(C)NC(=O)C1(C)CCN1C(=O)C1(c2ccccc2)CC1 (centres undefined)	1	-4	8	-10	i	4	1.0	-6	-3
CCC(=O)N(Cc1ccco1)c1nc(C(=O)Nc2ccc(Cl)cc2)c(C)s1	10	-11	24	24	+	-3	-0.3	-2	-2
Cc1c(Nc2nc(-c3ccccc3)cs2)c(=O)n(-c2ccccc2)n1C	-13	-7	0	-10	i	2	-0.1	2	-1
COc1ccc(N=C2SC(CC(=O)Nc3ccccc3)C(=O)N2CC2CCCO2)cc1 (centres undefined)	-2	0	2	14	i	8	0.3	0	2
CN1/C(=C/C(=O)CSc2ccccc2C(=O)O)C(C)(C)c2ccccc21	2	-6	-12	-2	i	13	4.1	-4	-3
CCOCCCNC(=O)c1ccc(OC)c(OC2CCN(C(C)C)CC2)c1	2	-6	2	-4	i	0	0.3	-9	1
CC(=O)c1ccc(S(=O)(=O)NCCC(=O)NC2CCN(Cc3ccccc3)CC2)cc1	4	-10	-2	-3	i	1	0.4	1	1
O=[N+]([O-])c1ccc(-c2csc(N3CCc4ccccc4C3)n2)cc1	2	-3	-26	22	i	2	-0.2	9	1
c1ccc(-c2nnc(SCC3CCCCO3)nc2-c2ccccc2)cc1 (centres undefined)	-11	-10	-8	14	i	-1	2.1	4	3
CCS(=O)(=O)c1ccc2c(c1)N(S(C)(=O)=O)CC(C(=O)NCc1ccccc1OC)O2 (centres undefined)	2	0	-1	-2	i	6	0.0	-3	0
O=C(/C=C/c1ccccc1O)c1ccc(Cl)cc1	4	-4	14	3	i	-3	0.9	2	-1
c1coc(CSc2ncnc3c2oc2ccccc23)c1	-3	-3	3	23	i	5	0.3	2	i
O=C(COC(=O)c1c(F)cccc1F)NCc1ccc2c(c1)OCO2	-2	0	-9	-5	i	0	0.9	-8	-1
O=C1c2cc(Cl)ccc2OC2(CCNCC2)C12CC(c1ccccc1)=NO2 (centres undefined)	1	1	-12	-9	i	-1	-0.1	-5	1
CC1CCC(NC(=O)c2ccc(COc3ccccc3)o2)CC1 (centres undefined)	9	-1	-17	10	i	-4	0.1	-5	0
Cc1cc2sc3ccccc3c(=O)c2c(C)c1O	-1	-3	14	8	i	-1	-1.3	-1	1
CC1CCC(NC(=O)c2ccc(CNc3c(NC4CCCCC4)c(=O)c3=O)cc2)CC1 (centres undefined)	0	-7	8	-17	i	-4	-0.2	1	2
Cc1cc(N/N=C/c2ccc(O)cc2O)nc(-c2ccccc2O)n1	-4	-2	11	12	i	-4	/	-8	3

By substructure, those above with a Cl atom (twelve)
SMILES	CSN deneddyl inh	bovine MsrA act	PABP1 MLLE inh	FAS TE block	Rpn11 block	MT1-MMP act inh	MsrA inh	eLon inh	Rin1 Abl inh
Cc1cc(C)c(NC(=O)COC(=O)C2CCN(c3ccc(C(F)(F)F)cn3)CC2)c(Cl)c1	3	0	-34	17	i	3	-0.5	-5	-1
O=C(Nc1nc(-c2ccccn2)cs1)c1ncc(Cl)c(Cl)c1Cl	0	-1	-16	4	i	-3	-0.1	-1	1
O=S(=O)(c1ccc(Cl)nc1)N1CCCc2ccccc21	-6	-1	11	1	i	-1	0.2	10	-1
Nc1nc(COc2ccc(Cl)cc2)cs1	-5	-4	-22	-6	i	-3	-0.3	-11	7
COc1ccc(-c2noc(=O)n2Cc2ccc(F)cc2Cl)cc1	-5	-2	-12	14	i	-1	-0.8	0	-3
O=C(c1ccco1)N1CCN(c2cc(=O)n(-c3ccc(Cl)cc3)c(=O)[nH]2)CC1	8	0	9	-4	i	-1	-0.3	-2	-2
O=C(c1ccc(COc2ccccc2Cl)o1)N1CCCC1	1	-1	-20	-5	i	0	-1.1	-6	-2
COc1ccc(Cl)cc1NC(=O)C(C)OC(=O)Cn1cc(C(F)(F)F)ccc1=O (centres undefined)	1	-3	-5	4	i	-1	1.8	-12	4
CCOC(=O)C/C(N)=N/N(C)c1ncc(C(F)(F)F)cc1Cl	-8	-1	8	38	i	-3	-1.8	0	-1
CCC(=O)N(Cc1ccco1)c1nc(C(=O)Nc2ccc(Cl)cc2)c(C)s1	10	-11	24	24	+	-3	-0.3	-2	-2
O=C(/C=C/c1ccccc1O)c1ccc(Cl)cc1	4	-4	14	3	i	-3	0.9	2	-1
O=C1c2cc(Cl)ccc2OC2(CCNCC2)C12CC(c1ccccc1)=NO2 (centres undefined)	1	1	-12	-9	i	-1	-0.1	-5	1

Ordered by molar mass (lowest first): 3 of the compounds above.
SMILES	CSN deneddyl inh	bovine MsrA act	PABP1 MLLE inh	FAS TE block	Rpn11 block	MT1-MMP act inh	MsrA inh	eLon inh	Rin1 Abl inh
Cc1cc2sc3ccccc3c(=O)c2c(C)c1O	-1	-3	14	8	i	-1	-1.3	-1	1
CC1CCC(NC(=O)c2ccc(COc3ccccc3)o2)CC1 (centres undefined)	9	-1	-17	10	i	-4	0.1	-5	0
O=C(COC(=O)c1c(F)cccc1F)NCc1ccc2c(c1)OCO2	-2	0	-9	-5	i	0	0.9	-8	-1
